sPLA2-III inh – Blocks human group III sPLA2 activity | Q9NZ20 | QFRET BODIPY PC-A2 liposome hydrolysis, fluorescence | inhibition, % at 12.2 µM | 0.56% of 370,000 active;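 active means inhibition above mean plus 3 SD of compounds lying within the high and low control bounds, cut at about 19% in these data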;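 further: 0% = median of test compound wells and 100% = no enzyme DMSO wells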
UHRF1 MBD2 ctr – human UHRF1 methylated DNA binding inhibitors | UHRF1 binding to methylated oligo, TR-FRET | 0.75% of 370,000 active | AID 687016 | inhibition, % at 4.4 µM | Q96T88; in the data active means inhibition above about 21%;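 further: UHRF1 SRA domain binding a hemimethylated CpG hairpin DNA probe; 0% = median of test compound wells and 100% = reference inhibitor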
Target sequence (Q96T88 whole entry, looked up, the tested form may be a part): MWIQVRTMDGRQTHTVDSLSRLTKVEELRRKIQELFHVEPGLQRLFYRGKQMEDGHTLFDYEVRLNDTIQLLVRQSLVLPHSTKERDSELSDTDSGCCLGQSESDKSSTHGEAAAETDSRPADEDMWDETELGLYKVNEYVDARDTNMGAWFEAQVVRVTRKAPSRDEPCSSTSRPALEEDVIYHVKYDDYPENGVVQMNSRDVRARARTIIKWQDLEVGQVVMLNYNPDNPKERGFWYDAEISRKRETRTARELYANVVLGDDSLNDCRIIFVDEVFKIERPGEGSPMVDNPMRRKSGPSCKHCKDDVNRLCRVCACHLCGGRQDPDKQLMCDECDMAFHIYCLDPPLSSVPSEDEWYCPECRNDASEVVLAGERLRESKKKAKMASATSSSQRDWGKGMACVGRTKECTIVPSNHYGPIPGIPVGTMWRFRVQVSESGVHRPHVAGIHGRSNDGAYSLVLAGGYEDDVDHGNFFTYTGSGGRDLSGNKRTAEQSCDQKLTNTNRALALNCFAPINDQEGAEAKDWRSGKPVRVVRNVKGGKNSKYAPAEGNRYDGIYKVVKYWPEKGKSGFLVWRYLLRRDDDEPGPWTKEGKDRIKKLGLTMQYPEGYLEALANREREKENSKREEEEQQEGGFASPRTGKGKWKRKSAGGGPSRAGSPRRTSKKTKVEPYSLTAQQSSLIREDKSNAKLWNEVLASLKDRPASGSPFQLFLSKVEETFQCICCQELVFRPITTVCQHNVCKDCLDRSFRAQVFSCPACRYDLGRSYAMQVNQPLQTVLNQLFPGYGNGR
PLCg1 inh – inhibitors of human phospholipase C gamma1 | 0.84% of 370,000 active | AID 720700 | P19174 | inhibition, % at 12.2 µM | purified PLC-gamma1, fluorogenic substrate, fluorescence; in the data active means inhibition above about 9.5%
proKLK7 act – proKLK7 (human) activation, primary screen | 0.9% of 370,000 active | P49862 | activation, % at 7 µM | AID 652039 | purified proKLK7, EDANS-DABCYL substrate fluorescence; 100% is mature enzyme control, 0% vehicle;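 active means activation above the mean of all tested compounds plus 3 SD, computed per campaign excluding outliers beyond control limits, cut at about 13% in these data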
PLCb3 inh – PLC-beta3 (human) inhibition, primary screen; inhibition, % at 12.2 µM; Purified PLC-beta3, fluorogenic substrate, fluorescence; 0.18% of 370,000 active; Q01970; in the data active means inhibition above about 11%;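 further: 0% = median of compound wells on plate and 100% = full blocker control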
DDE Tn6 FP inh – DD(E)-Tn6 binding inhibition, primary FP screen | Fibrin DD(E) TRITC-Tn6 fluorescence polarization displacement | inhibition, % at 8.3 µM | 0.21% of 370,000 active | P02675;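 active means inhibition above a per-campaign cutoff: mean of compounds within control limits plus 3 SD, cut at about 15% in these data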;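 further: 0% = median of all compound wells on the plate and 100% = blocking peptide control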
ASAP1 inh – inhibitors of human ASAP1 ArfGAP activity | Q9ULH1 | ASAP1-stimulated ARF1 GTP hydrolysis, GDP FP detection | inhibition, % at 16.5 µM | 0.19% of 360,000 active; in the data active means inhibition above about 25%;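 further: 0% = vehicle with enzyme and substrate and 100% = no enzyme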
NR1D1 modulator – Rev-erb alpha (human) modulation | 0.79% of 370,000 active | P20393 | activity, % at 10 µM | Rev-erbα–FITC-DNA binding, fluorescence polarization, 90 min;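 active means activity above about 14%, limit read from the data; passing the limit was not always enough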;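 further: 0% = DMSO wells with 35 nM protein and 100% = DMSO wells with 750 nM protein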
Tn7 DDE FP – disrupts Tn7 cyclic peptide binding to fibrin D-Dimer-E complex; P02675; FP displacement of FITC-Tn7 peptide from fibrin DD(E); 0% = median of compound wells per plate; inhibition, % at 8.3 µM; 0.13% of 370,000 active; AID 720508;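 active means inhibition above the mean of compounds falling within the control limits plus 3 SD of them, cut at about 14% in these data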;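 further: 0% = plate median of compound wells and 100% = 10 µM Aha-Tn7 peptide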
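Also added: labelled Tn7 tracer, 0.1 µM; Assay system: human fibrin DD(E) protein; Amount: 2 µM fibrin DD(E); Schedule: 10 min compound pre-incubation, 3 h probe incubation at room temperature; Repeats: one replicate per compound; Read-out basis: percent inhibition; Measured by: fluorescence polarization of the labelled Tn7 tracer.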
ARFGAP1 inhibitor – rat ARFGAP1 inhibition; Q62848; inhibition, % at 16.5 µM; Arfgap1-stimulated ARF1 GTP hydrolysis, GDP FP detection; 0.26% of 360,000 active; AID 651572;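 active means inhibition above a per-plate limit, mean inhibition of low control wells plus 3 SD, cut at about 25% in these data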;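 further: 0% = DMSO wells with enzyme and 100% = wells lacking Arfgap1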
Target sequence (Q62848 1-136 limits assumed): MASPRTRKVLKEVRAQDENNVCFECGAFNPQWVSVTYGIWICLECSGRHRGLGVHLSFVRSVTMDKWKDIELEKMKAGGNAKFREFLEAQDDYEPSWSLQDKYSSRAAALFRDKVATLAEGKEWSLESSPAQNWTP
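system = rat Arfgap1 catalytic domain, aa 1-136 | technique = FP, GDP Alexa 633 tracer displaced from anti-GDP antibody, 620/688 nm | compound = one concentration, 16.5 µM, DMSO 1.26% | medium = HEPES-based buffer, pH 7.5 | timing = compound-enzyme preincubation 20 min, reaction 120 min, detection 60 min, 25 °C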
* hit, by the source's call; x = not tested or not shown.

SMILES	sPLA2-III inh	UHRF1 MBD2 ctr	PLCg1 inh	proKLK7 act	PLCb3 inh	DDE Tn6 FP inh	ASAP1 inh	NR1D1 modulator	Tn7 DDE FP	ARFGAP1 inhibitor
O=C1CCc2cc(S(=O)(=O)N3CCCCC3)cc3c2N1CC3	-7	0	1	0.7	-2	-7	2	-6	-6	8
COc1ccc(-c2csc(NC(C)c3nc4cc(Cl)c(N5CCCCC5)cc4n3CCCO)n2)cc1 (centres undefined)	4	-1	-14	-1.0	-22	6	19	2	0	14
O=C(Nc1ccccc1F)c1ccc2c(c1)CCN2S(=O)(=O)c1ccccc1	-4	-2	-3	0.3	-9	4	-1	-3	7	10
COc1cccc(Nc2nc(C(N)C(C)C)cs2)n1 (centres undefined)	28*	3	2	-0.5	2	-3	12	-3	3	16
COc1cc(NC(=O)CCC(=O)c2cccs2)cc(OC)c1	-9	-1	-3	0.1	-8	-3	-9	6	-3	-7
COc1ccccc1-c1ccc(=O)n(CC(=O)NCC2CCCO2)n1 (centres undefined)	4	-3	3	-0.1	-7	-8	1	3	2	-11
Cc1ccc2c(c1)N(CC(=O)N1CCC(C)CC1)C(=O)c1cccnc1O2	6	7	8	-0.1	-6	-2	0	9	3	16
CCN(CC)S(=O)(=O)c1ccc(/C=C/C(=O)O)cc1	5	-2	4	0.0	3	-7	8	0	-4	7
CN=C1SC(CC(=O)Nc2ccc(C(C)=O)cc2)C(=O)N1C (centres undefined)	-4	0	-1	-1.0	0	2	0	-9	-11	-8
CC(=NNC(=O)c1ccc2nc[nH]c2c1)c1ccc(Br)cc1	-3	-2	0	-0.6	0	-5	3	-4	-4	5
CC1CC(=O)N(CC(=O)NCc2ccco2)c2ccccc2S1 (centres undefined)	-2	0	-2	0.3	-2	-2	2	0	8	-14
O=C(c1ccccc1)c1ccc(N2CCOCC2)c(NC(=O)c2ccco2)c1	-2	-3	-12	0.7	-17	9	-19	3	10	2
NC(=O)CCN1CCN(CCOC2Cc3cc(Cl)ccc3Sc3ccccc32)CC1 (centres undefined)	-16	-1	-8	-0.8	6	2	15	0	-4	14
CCN(CCn1cccn1)C(=O)c1cc(COc2ccc(F)c(F)c2)on1	-5	1	5	0.3	-2	-8	11	-1	-6	-3
CCOC(=O)C1(CCC(C)C)CC(CSc2nc3ccccc3[nH]2)OC1=O (centres undefined)	-18	-1	1	0.0	5	-6	4	4	0	-2
Fc1ccc(CSc2nncn2NCc2ccccc2)cc1	-7	0	-2	-0.4	-1	1	0	0	-2	7
COC(=O)c1ccc(OC(=O)c2cccnc2)cc1	-9	-5	4	-0.6	4	2	-2	-6	-4	9
C/C=C(/C)C(=O)Nc1cccc(C2=NOC3(C2)C[C@@H](C(N)=O)N(C(=O)CC)C3)c1 (some centres undefined)	4	3	1	-0.4	3	7	1	5	0	8
Cc1cc(/C=C2/C(=N)N3C(=NC2=O)SN=C3S(C)(=O)=O)c(C)n1-c1ccccc1F	-14	2	-23	0.6	-20	3	8	-6	-7	0
O=C1CCC[C@@H]2C[C@@]3(C[C@@H]4CCN1[C@H]24)Nc1cc(Cl)ccc1NC3=NCc1ccccc1	-12	-4	0	0.2	-3	6	-11	-4	-2	-2
CCCc1cc2c(-c3ccccc3)cc(=O)oc2cc1OCc1ccc(C(=O)O)o1	-52	-1	-75	-5.1	-94	-7	-13	2	4	-16
COc1ccc(S(=O)(=O)N2CCCCC2)cc1NC(=O)c1cccnc1SC	-4	-3	1	-0.1	-5	2	5	-7	-6	4
Cc1ccc(S(=O)(=O)NCC(=O)N(CC(=O)NCC2CCCO2)Cc2ccccc2)cc1 (centres undefined)	-2	-3	2	0.4	3	2	0	-1	-7	8
CC(=O)c1sc(NC(=O)COc2ccccc2)nc1C	-2	0	0	-0.6	3	2	-7	1	6	-5
CC(=O)c1cccc(NC(=O)c2cc(-c3cccs3)on2)c1	-3	1	-3	0.6	-4	3	15	33*	4	5
Cc1cc(-c2nnco2)c(C)n1-c1ccc(F)cc1	-3	-5	0	-0.6	1	-2	2	-2	3	0
CCOC(=O)C1=C(N)N(c2cc(S(=O)(=O)N3CCOCC3)ccc2Cl)C(=O)C1	-13	-2	2	-0.6	-3	0	-3	4	4	-15
O=C1CC(c2ccccc2)Oc2ccccc21 (centres undefined)	6	0	-4	-0.8	-3	-6	-1	0	5	-1
Cc1ccccc1OCCn1ccnc1	-1	0	-7	0.4	-5	6	-4	3	7	11
COc1ccc(C(=O)Nc2ccc(S(=O)(=O)N3CCc4ccccc43)cc2)cc1	-19	-1	4	-0.1	1	-6	5	-2	4	8
CC(=O)N/N=C(\C)c1ccc2c(c1)OCCO2	0	0	2	-0.5	-6	9	12	-5	-3	-4
CC(=O)Nc1cc2c(cc1C(=O)c1ccc(C)cc1)OCCO2	6	1	5	0.2	4	6	9	0	-1	-1
O=C(COC(=O)C1CCN(c2ccc(C(F)(F)F)cn2)CC1)Nc1ccc(Cl)cc1	-17	3	-5	-0.4	-17	-3	-7	2	-2	9
Cc1c(NC(=O)C(C)OC(=O)CC2CC3CCC2C3)c(=O)n(-c2ccccc2)n1C (centres undefined)	-5	-1	3	0.3	-4	2	-5	4	-13	-7
O=C(CCn1cnc2ccccc2c1=O)Nc1ccc(S(=O)(=O)N2CCCCC2)cc1	-4	7	7	0.3	4	-1	18	-2	-5	-3
Cc1sc(NC(=O)CCCC(=O)O)c(C(N)=O)c1-c1ccccc1	1	1	-2	0.4	0	2	-1	0	-1	10

2 of the compounds above, bar-delimited:
compound | sPLA2-III inh | UHRF1 MBD2 ctr | PLCg1 inh | proKLK7 act | PLCb3 inh | DDE Tn6 FP inh | ASAP1 inh | NR1D1 modulator | Tn7 DDE FP | ARFGAP1 inhibitor
Cc1sc(NC(=O)CCCC(=O)O)c(C(N)=O)c1-c1ccccc1 | 1 | 1 | -2 | 0.4 | 0 | 2 | -1 | 0 | -1 | 10
Cc1ccccc1OCCn1ccnc1 | -1 | 0 | -7 | 0.4 | -5 | 6 | -4 | 3 | 7 | 11

Next structures follow:
SMILES	sPLA2-III inh	UHRF1 MBD2 ctr	PLCg1 inh	proKLK7 act	PLCb3 inh	DDE Tn6 FP inh	ASAP1 inh	NR1D1 modulator	Tn7 DDE FP	ARFGAP1 inhibitor
CC1(C)Cc2c(c(=S)nc(-c3ccccc3)n2CCO)CO1	5	-3	-2	-0.5	-2	1	13	5	4	-20
CN1CCN(C2=CC(=O)OC23CCCCC3)CC1	4	3	0	-0.1	0	-8	3	2	0	2
CC=Cc1cc(OC)c2c(c1)C(C)C(c1ccc(O)c(OC)c1)O2 (centres undefined)	-30	0	0	0.2	-1	-5	5	1	1	11
CCCCNC(=O)C1C(c2ccc(OC)cc2)=Nc2ccccc2N1C(=O)c1cccnc1 (centres undefined)	-6	-2	-6	0.6	-8	2	10	12	2	-3
CCOC(=O)c1cc(-c2ccccc2)nc2nc(N3CCCCC3)sc12	3	3	-60	-20	-68	-4	5	1	-5	-6
Cc1nn(-c2ccccc2)c2sc(C(=O)N3CCN(C(c4ccccc4)c4ccc(Cl)cc4)CC3)cc12 (centres undefined)	1	-1	-2	-0.6	0	7	x	2	-1	x
CCN(C)C1CN(Cc2cn(CCCC(=O)OC)nn2)S(=O)(=O)C1 (centres undefined)	10	8	-1	0.3	3	3	5	3	5	0
COc1ccc(NC(=O)CC2C(=O)N(C)C(=S)N2CCc2ccccc2)cc1 (centres undefined)	-58	1	4	0.8	3	8	-7	-1	-7	-1
O=C(Nc1ccc(F)cc1Cl)c1ccc2c(=O)n3c(nc2c1)CCC3	-11	-2	-7	0.4	-3	6	1	-1	-5	1
CCOC(=O)Oc1ccc2oc(C)c(C(=O)OCCOC)c2c1	5	1	5	-0.1	-3	6	3	-2	6	-3
CCCCOCC1CN(CCCC)S(=O)(=O)c2c(Oc3ccc(SC)c(C)c3)cccc2O1 (centres undefined)	0	15	1	0.2	0	0	2	3	-4	0
O=c1[nH]c(/C=C\c2cccc(C(F)(F)F)c2)nc(O)c1[N+](=O)[O-]	5	1	4	-0.6	-5	-4	14	-3	1	3

Quoted at random: two entries already listed
SMILES	sPLA2-III inh	UHRF1 MBD2 ctr	PLCg1 inh	proKLK7 act	PLCb3 inh	DDE Tn6 FP inh	ASAP1 inh	NR1D1 modulator	Tn7 DDE FP	ARFGAP1 inhibitor
CCCCOCC1CN(CCCC)S(=O)(=O)c2c(Oc3ccc(SC)c(C)c3)cccc2O1 (centres undefined)	0	15	1	0.2	0	0	2	3	-4	0
CCN(C)C1CN(Cc2cn(CCCC(=O)OC)nn2)S(=O)(=O)C1 (centres undefined)	10	8	-1	0.3	3	3	5	3	5	0

Further records follow.
SMILES	sPLA2-III inh	UHRF1 MBD2 ctr	PLCg1 inh	proKLK7 act	PLCb3 inh	DDE Tn6 FP inh	ASAP1 inh	NR1D1 modulator	Tn7 DDE FP	ARFGAP1 inhibitor
O=C(COc1ccc2ccccc2c1)NNC(=O)C(=O)Nc1ccccc1	3	-1	-1	0.0	-10	4	11	-3	-2	13
C/C(CC(=O)NCC(C)C)=N\NC(=O)COc1cc(C)c(Br)cc1Br	-6	-4	2	-0.5	3	4	12	-3	2	0
O=C(NCCc1ccccc1)c1nc2c(nnn2Cc2ccccc2Cl)c(=O)[nH]1	1	-3	-3	0.1	0	4	-10	-2	5	-15
COc1cc(C(=S)N2CCOCC2)cc(OC)c1OS(=O)(=O)c1ccc(C)cc1	12	4	6	0.4	-4	-4	18	5	0	-2
O=C(CSc1oc(-c2ccccc2)nc1S(=O)(=O)c1ccc(F)cc1)NCC1CCCO1 (centres undefined)	3	1	-1	-0.3	-6	-7	10	12	0	6
Cc1n[nH]c(C)c1S(=O)(=O)N1CCCCCC1	1	-2	2	0.1	8	-1	12	0	5	-9
Cc1cccc(/C=N/NC(=O)c2cc(-c3cccnc3)nc3c2c(C)nn3-c2ccccc2)c1	3	0	-14	-0.1	-8	0	-6	0	1	9
Cc1cc(C)cc(NC(=O)N2CCC(NC(=O)c3ccccc3C)CC2)c1	3	-1	3	1.2	5	9	-7	9	-5	-1
CNC(=S)N/N=C/c1cc(Br)c(OCc2ccncc2)c(OC)c1	6	1	3	0.7	-7	2	6	-2	5	18
CC1CCc2c(sc(NC(=O)CSc3ncn[nH]3)c2C#N)C1 (centres undefined)	-27	-3	0	-0.3	-7	-5	7	-6	0	-4
CC(C)C1CC(C(=O)Nc2ccccc2)C(=O)O1 (centres undefined)	-57	0	0	-0.1	-1	4	6	2	-4	6
O=C(Nc1ccc(Cl)cc1)c1cc(S(=O)(=O)Nc2ccccn2)ccc1Cl	-5	4	0	0.1	-6	0	0	-3	-2	1
CCOC(=O)c1cc(S(=O)(=O)NCCc2ccc(OC)c(OC)c2)cn1C	-3	2	1	-0.8	-7	0	8	2	-2	-3
Cc1ccc(NC(=O)OC(C)CNC(=O)Oc2cccc(C)c2)cc1 (centres undefined)	-8	3	2	-0.3	-2	0	-2	-2	1	5
COc1ccc(Br)cc1S(=O)(=O)N1CCCc2ccccc21	-8	-5	4	0.0	-4	1	0	3	5	-3
COc1cccc(NC(=S)NC(=O)Cc2ccc(Cl)cc2)c1	-27	0	2	-0.2	-3	0	-15	-1	0	-9
O=C(CN1C(=O)NC2(CCCCC2)C1=O)Nc1ccc(S(=O)(=O)N2CCOCC2)cc1	-8	-5	-3	-0.2	1	-4	9	-1	1	6
